Source: PubChem BioAssay
ULK1 inh = human ULK1 kinase inhibition, primary screen. AlphaScreen Atg13 phosphorylation by ULK1, luminescence. inhibition, % at 5.96 µM. O75385. AID 1259251. 30,000 tested, 1.9% active; in the data active = inhibition above about 43%;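 also: 0% = median of compound wells and 100% = no enzyme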
Target sequence (O75385 whole entry, looked up): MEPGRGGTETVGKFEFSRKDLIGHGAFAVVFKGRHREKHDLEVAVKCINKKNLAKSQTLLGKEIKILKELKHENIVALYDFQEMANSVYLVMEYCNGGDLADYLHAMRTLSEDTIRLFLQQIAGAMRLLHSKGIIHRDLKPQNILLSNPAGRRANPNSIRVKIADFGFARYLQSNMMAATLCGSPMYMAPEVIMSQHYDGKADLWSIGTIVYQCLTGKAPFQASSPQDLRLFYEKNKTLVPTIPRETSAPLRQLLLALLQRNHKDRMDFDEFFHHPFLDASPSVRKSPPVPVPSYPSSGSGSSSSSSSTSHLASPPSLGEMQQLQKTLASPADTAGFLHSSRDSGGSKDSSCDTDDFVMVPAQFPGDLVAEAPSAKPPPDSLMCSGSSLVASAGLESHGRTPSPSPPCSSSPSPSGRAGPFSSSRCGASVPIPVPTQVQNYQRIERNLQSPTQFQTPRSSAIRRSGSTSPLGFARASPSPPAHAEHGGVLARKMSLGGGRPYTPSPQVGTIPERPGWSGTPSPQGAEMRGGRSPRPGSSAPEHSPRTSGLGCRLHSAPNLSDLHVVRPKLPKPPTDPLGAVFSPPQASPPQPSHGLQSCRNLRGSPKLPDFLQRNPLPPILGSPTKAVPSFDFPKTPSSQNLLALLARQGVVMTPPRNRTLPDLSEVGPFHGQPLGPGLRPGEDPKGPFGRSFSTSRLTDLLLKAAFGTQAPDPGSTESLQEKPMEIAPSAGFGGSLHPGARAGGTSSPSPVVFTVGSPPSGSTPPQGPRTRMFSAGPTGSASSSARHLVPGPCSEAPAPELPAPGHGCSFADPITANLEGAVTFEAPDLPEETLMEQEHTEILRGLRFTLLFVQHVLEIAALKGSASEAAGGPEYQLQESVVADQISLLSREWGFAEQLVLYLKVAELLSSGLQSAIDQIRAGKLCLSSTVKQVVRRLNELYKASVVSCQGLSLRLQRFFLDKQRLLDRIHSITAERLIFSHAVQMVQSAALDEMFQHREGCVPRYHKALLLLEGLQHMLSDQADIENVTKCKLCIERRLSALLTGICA
ASK1 inh = inhibitors of human ASK1 kinase; AlphaScreen MKK6 phosphorylation by ASK1, luminescence; Q99683; AID 1159602; inhibition, % at 7.44 µM; 22,000 tested, 0.99% active; in the data active = inhibition above about 35%;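 also: 0% = median of compound wells and 100% = no enzyme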
Numbers without * were called inactive; nt = no result given.

SMILES,ULK1 inh,ASK1 inh
CCCc1nnc(-c2cc3ccccc3n2Cc2cc(OC)cc(OC)c2)o1,2,nt
CC(C)n1c(Nc2cnccn2)nc2c(NCCc3ccc(O)cc3)ncnc21,9,8
O=C(O)P(=O)(O)O,-13,nt
CC(C)c1nnc(NC(=O)CCCCC(=O)Nc2nnc(C(C)C)s2)s1,4,nt
CN(C)CCN(Cc1ccccc1)C(=O)Nc1ccc(-c2cn[nH]c2)cc1,5,-4
CC(C)n1c(/C=C/[C@@H](O)C[C@@H](O)CC(=O)O)c(-c2ccc(F)cc2)c2ccccc21,1,nt
O=C(O)CCC(=O)Nc1ccccc1N1CCCCC1,-2,nt
Cc1cccc(Nc2nc(OCC#N)nc(N(C)C)n2)c1,-15,nt
OCCNc1nc(Nc2ccccn2)nc2c1ncn2-c1ccsc1,3,1
COc1cc(Nc2nc(Nc3ccccc3)c3ncn(-c4ccccc4)c3n2)cc(OC)c1OC,-3,9
O=C1CCCN1CCn1cnc2c(NCCN3CCOCC3)nc(-c3ccccc3)nc21,-1,5
CCOc1ccc(Cc2nccc3cc(OCC)c(OCC)cc23)cc1OCC,10,nt
COc1ccc(CCNC(=O)c2cccc(N3CCN(Cc4ccc5c(c4)OCO5)CC3)n2)cc1,-9,11
Cc1nn(C)c(C)c1-c1nc(N)c2ncn(C3CCCCC3)c2n1,4,-15
COc1cc(NC(=O)c2cccc(N3CCCC3CO)n2)cc(OC)c1OC (stereo unspecified),-3,14
COc1cc(Nc2nc(-c3c(C)noc3C)nc3c2ncn3C2CCCCC2)cc(OC)c1OC,15,20
CCCCCn1c(N(CC)CC)nc2c1c(=O)[nH]c(=O)n2C,4,nt
O=C(NCCc1ccc(O)cc1)c1cccc(-c2ccc(N3CCOCC3)nc2)c1,-5,-8
CC(C)n1cnc2c(NCCOc3ccccc3)nc(Nc3ccc4ncccc4c3)nc21,-6,16
CC(C)(C)c1ncn(-c2ccc(Nc3nccc(-c4cc(N5CCOCC5)nc(N5CCOCC5)c4)n3)cc2)n1,0,-8
COc1ccc(-c2nc(NCCO)c3[nH]cnc3n2)cc1,-1,-12
Cc1cnc(Nc2cccnc2)nc1NCc1ccccc1,-9,6
Cn1c(=O)[nH]c(N2CCCC2)c(Cc2ccc3ccccc3c2)c1=O,7,nt
C1N2CN3CN1CN(C2)C3,2,nt
Cc1nc(N)nc(N)c1-c1ccc(Cl)c(Cl)c1,-4,nt
FC(F)(F)c1ccc(Cn2cnc3c(NCc4cccnc4)nc(Nc4ccc(-n5ccnc5)cc4)nc32)cc1,-8,2
O=C(NC1CC1)c1ccc(-c2nc(Nc3ccc(N4CCOCC4)cc3)c3ncn(-c4ccsc4)c3n2)cc1,-16,6
CCN(CC)C(=O)C1CCCN(c2nc(NCc3ccccc3)c3ncn(-c4ccsc4)c3n2)C1 (stereo unspecified),-16,17
FC(F)(F)c1ccc(Cn2cnc3c(Nc4ccc(N5CCOCC5)cc4)nc(N4CCN(c5ccccn5)CC4)nc32)cc1,-11,38*
CC(=O)Nc1ccc(Nc2nc(N3CCOCC3)nc3c2ncn3Cc2ccc(C(F)(F)F)cc2)cc1,-16,15
CC(C)N(CCNc1nc(N2CCC(N3CCOCC3)CC2)nc2c1ncn2CCN1CCCC1=O)C(C)C,-3,-5
NC(=S)N/N=C/c1ccc(-c2ccccc2[N+](=O)[O-])o1,12,nt
O=C(NCCN1CCOCC1)c1cccc(-n2ncc3cc(Nc4ccccc4)ncc32)c1,-7,-21
CC(=O)Nc1ccc(Nc2cc(C)nc(Nc3ccc(-n4ccnc4)cc3)n2)cc1,-1,8
c1ccc(CN2CCC(Nc3nc(N4CCc5ccccc5C4)nc4c3ncn4C3CCCCC3)CC2)cc1,17,13
COc1ccc(-c2nc(NC3CCN(Cc4ccccc4)CC3)c3ncn(-c4ccccc4)c3n2)cn1,-8,8
Cc1cnc(Nc2nc3ccccc3n2C)nc1Nc1ccc2c(c1)OCO2,7,8
COc1ccc2c(c1)CC(C(=O)Nc1ccc(-c3cn[nH]c3)cc1OCC(=O)N(C)C)CO2 (stereo unspecified),-14,-2
Cc1ccccc1COC(=O)Nc1ccc(-c2cn[nH]c2)cc1OCCN(C)C,17,3
Cc1ccn2cc(-c3ccc(NC(=O)CCc4ccccc4)cc3)nc2n1,11,nt
CC(C)CCOc1ccc(NC(=S)Nc2ccc(OCCC(C)C)cc2)cc1,-4,nt
CC(=O)C1(C)CCC2C3C=C(C)C4=CC(=O)CCC4(C)C3CCC21C (stereo unspecified),-3,nt
N[C@@H](Cc1ccccc1)C(=O)N1CCC(Nc2ccc3[nH]ncc3c2)C1 (stereo partly specified),4,-43
OCCNc1ncnc2nc(N3CCOCC3)[nH]c12,-1,-16
Nc1ccc(/C=C/c2ccc(N)cc2S(=O)(=O)O)c(S(=O)(=O)O)c1,-4,nt
COc1ccc(NC(=O)c2cccc(-n3cc(NC(=O)Cc4cccc(C)c4)cn3)c2)cc1,-9,-15
COc1ccc(-c2nc(NCc3nc4ccccc4[nH]3)c3ncn(-c4ccsc4)c3n2)cn1,-26,17
COc1ccc(-c2nc3ccc(C(N)=O)cc3s2)cc1,-7,7
O=C(NCc1cccc(C(F)(F)F)c1)c1ccc(-c2csc3ccccc23)s1,-11,-15
COc1cc(C(=O)O)c2ccccc2n1,2,nt

(further entries)
SMILES,ULK1 inh,ASK1 inh
CCOC(=O)CN(Cc1ccccc1)c1ccnc(Nc2ccc(-n3nc(C)nc3C)cc2)n1,-19,-23
COc1cc(Nc2nc(NCc3ccccc3)c3ncn(C4CCCCC4)c3n2)cc(OC)c1OC,7,20
Cn1c(Nc2nc(NC3CCN(Cc4ccccc4)CC3)c3ncn(-c4ccccc4)c3n2)nc2ccccc21,23,-10
CN1CCN(C(=O)c2ccc(-c3cncc(C(=O)Nc4ccc(N5CCOCC5)cc4)c3)cc2)CC1,3,-1
O=C(NCCN1CCOCC1)c1cccc(NCCN2CCOCC2)n1,-4,-5
Nc1nc(NCCO)cc(N2CCCC2CO)n1 (stereo unspecified),1,4
N[C@H]1CC[C@@H](C(=O)Nc2cccc3cnccc23)C1,-1,-9
COc1ccc(-c2nc3ccc(C(=O)NCc4nc5ccccc5[nH]4)cc3s2)cc1,-1,19
c1nc(NCCN2CCOCC2)c2[nH]c(N3CCOCC3)nc2n1,1,-10
c1nc(Nc2ccc3c(c2)OCO3)cc(N2CCN(Cc3ccc4c(c3)OCO4)CC2)n1,3,-2
Cn1nccc1Nc1nc2ncnc(NCc3cccc(C(F)(F)F)c3)c2[nH]1,-3,-1
CS(=O)(=O)c1ccc2c(c1)NC(=O)CN2C(=O)c1ccco1,6,nt
COc1ccc(CCNC(=O)c2cccc(Nc3cc(OC)c(OC)c(OC)c3)c2)cc1,13,0
CC(=O)Nc1ccc(Nc2ccnc(N3CCOCC3)n2)cc1,-2,-3
COc1ccc(-c2nc3ccc(C(=O)NCCN4CCOCC4)cc3s2)cc1,5,-14
CN1CCN(C(=O)c2ccc(-c3cc(C(=O)NCCc4ccc(O)cc4)ccn3)cc2)CC1,-7,-17
CC(C)n1cnc2c(N)nc(Nc3cccc(N(C)C)c3)nc21,11,-8
CCN(CC)C(=O)C1CCCN(c2cccc(C(=O)NCc3cccnc3)n2)C1 (stereo unspecified),29,9
c1nc2nc(N3CCOCC3)nc(NCCN3CCOCC3)c2[nH]1,4,-24
Cc1cccc(COc2cccc3ccc(N4CCC(C(N)=O)CC4)nc23)c1,3,nt
COc1cccc(OCC(=O)Nc2cc(F)c(-c3cn[nH]c3)cc2OCCCN(C)C)c1,8,-19
CN(C)CCOc1cc(-c2cn[nH]c2)ccc1N,22,12
CC(C)n1c(Nc2cccc(N(C)C)c2)nc2c(NC3CCN(Cc4ccccc4)CC3)ncnc21,17,38*
CN(C)CCCOc1cc(-c2cn[nH]c2)c(F)cc1NC(=O)C(N)c1ccc(Cl)cc1 (stereo unspecified),20,10
FC(F)(F)Oc1ccc(Nc2cc(NCCCN3CCOCC3)ncn2)cc1,3,0
Cc1cnc(NC2CCN(Cc3ccccc3)CC2)nc1NCc1ccccc1,2,-1
COc1cccc(CNc2cc(Nc3ccc(-c4ccncc4)cc3F)ncn2)c1,-26,-10
CN(C)CCNC(=O)c1ccc2c(c1)CC(C(=O)Nc1ccc(-c3cn[nH]c3)cc1)CO2 (stereo unspecified),1,0
CCN(CC)C(=O)C1CCCN(c2nc(NCCCN3CCCC3=O)c3[nH]cnc3n2)C1 (stereo unspecified),8,-4
Cc1cccc(-c2cc(NCc3cccc(C(F)(F)F)c3)ncn2)c1,-18,0
CC(C)(NC(=O)c1ccc(F)cc1Cl)c1ccncc1,8,nt
COc1cc(Nc2cc(C(=O)NCCCN3CCCC3=O)ccn2)cc(OC)c1OC,18,2
COc1ccc(S(=O)(=O)NCc2ccco2)cc1C,-7,nt
Nc1nc(Nc2cnccn2)cc(NC2CC2)n1,4,-9
Cc1ccc(Cn2c(SCCCO)nc3c2c(=O)n(C)c(=O)n3C)cc1,6,nt
Oc1ccc(-c2ncc(-c3cnccn3)c(-c3ccccc3)n2)cc1,1,nt
Cc1ncc2c(Nc3ccc(F)cc3F)nc3ccccc3n12,-19,nt
O=C(NCCCN1CCCC1=O)c1csc(Nc2ncccn2)n1,14,-5
CCCNc1nc(Nc2nccc3ccccc23)nc2c1ncn2Cc1ccc(C(F)(F)F)cc1,-2,-12
NCc1cccc(C(=O)NC(c2ccc(Cl)cc2)c2nc3ccc(-c4cn[nH]c4)cc3c(=O)[nH]2)c1 (stereo unspecified),-19,8
CC(=O)c1cccc(-c2nc(NCCO)c3ncn(-c4ccsc4)c3n2)c1,5,18
CCN(CC)C(=O)C1CCCN(c2nc(NC3CC3)c3ncn(C(C)C)c3n2)C1 (stereo unspecified),-8,-10
CCCNc1nc(Nc2ccc(C(F)(F)F)cc2)ncc1C,8,-1
Cc1cnc(Nc2nc3ccccc3n2C)nc1NC1CC1,8,-7
C/C(CC(=O)NC1C2CC3CC(C2)CC1C3)=N\NC(=O)c1ccccc1Br (stereo unspecified),0,nt
Cc1noc(C)c1-c1ncc(C(=O)NCCc2ccc(O)cc2)s1,-2,-12
O=C(NCc1nc2ccccc2[nH]1)c1csc(Nc2ccccn2)n1,30,-3
CCNc1nc(NCc2cccnc2)c2ncn(C(C)C)c2n1,10,-4
OC1CCC(Nc2nc(Nc3ccc4c(c3)OCO4)c3ncn(Cc4ccc(C(F)(F)F)cc4)c3n2)CC1 (stereo unspecified),-23,-3
C/C(CC(=O)Nc1ccccc1-c1ccccc1)=N\NC(=O)C(=O)Nc1ccccc1C,-2,nt

Overlap with the part before: 2 entries, followed by the next part.
SMILES,ULK1 inh,ASK1 inh
OC1CCC(Nc2nc(Nc3ccc4c(c3)OCO4)c3ncn(Cc4ccc(C(F)(F)F)cc4)c3n2)CC1 (stereo unspecified),-23,-3
C/C(CC(=O)Nc1ccccc1-c1ccccc1)=N\NC(=O)C(=O)Nc1ccccc1C,-2,nt
NC(C(=O)N1CCC(Nc2ccc3[nH]ncc3c2)C1)c1ccc(F)cc1 (stereo unspecified),35,-27
COc1ccc(C)cc1NC(=O)CSc1ncc(-c2ccccc2)n1C,-4,nt
FC(F)(F)c1ccc(Cn2cnc3c(NC4CC4)nc(Nc4ccc(C(F)(F)F)cc4)nc32)cc1,-14,3
Cc1cnc(Nc2nccc3ccccc23)nc1NCc1cccnc1,-4,-9
CC(=O)c1cccc(-c2nc(NCCN3CCOCC3)c3[nH]cnc3n2)c1,-19,9
COc1ccc(-c2cc(NCCO)nc(N)n2)cc1,-1,1
COc1ccccc1Nc1ccncc1[N+](=O)[O-],7,nt
CC(=O)Nc1ccc(Nc2cc(N3CCc4ccccc4C3)ncn2)cc1,-3,4
COc1ccc(CCNC(=O)C(Cc2c[nH]c3ccccc23)NC(C)=O)cc1 (stereo unspecified),4,nt
CNC(=O)c1ccccc1Nc1cc(NC(=O)Cc2ccc(F)cc2)ncc1C(F)(F)F,57*,-12
COc1cc(Nc2ccc(N3CCC(C(N)=O)CC3)nn2)cc(OC)c1OC,5,7

Seven compounds drawn at random from those above:
SMILES,ULK1 inh,ASK1 inh
O=C(NCc1cccc(C(F)(F)F)c1)c1ccc(-c2csc3ccccc23)s1,-11,-15
Cc1cnc(Nc2cccnc2)nc1NCc1ccccc1,-9,6
c1nc(NCCN2CCOCC2)c2[nH]c(N3CCOCC3)nc2n1,1,-10
FC(F)(F)Oc1ccc(Nc2cc(NCCCN3CCOCC3)ncn2)cc1,3,0
COc1cc(NC(=O)c2cccc(N3CCCC3CO)n2)cc(OC)c1OC (stereo unspecified),-3,14
C/C(CC(=O)NC1C2CC3CC(C2)CC1C3)=N\NC(=O)c1ccccc1Br (stereo unspecified),0,nt
COc1ccc(-c2cc(NCCO)nc(N)n2)cc1,-1,1
